Bioassay records as filed in PubChem.
PP1 inh = counter-screen for PP5 inhibitors: inhibitors of human PP1-alpha; P62136; purified PP1alpha, OMFP fluorescence; inhibition, % at 6.7 µM; actives 0.9% (n = 320,000); AID 2235;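 active means inhibition above the mean inhibition of all tested compounds plus 3 SD, computed separately for each screening campaign, cut at about 15% in these data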
Target sequence (P62136 whole entry, looked up): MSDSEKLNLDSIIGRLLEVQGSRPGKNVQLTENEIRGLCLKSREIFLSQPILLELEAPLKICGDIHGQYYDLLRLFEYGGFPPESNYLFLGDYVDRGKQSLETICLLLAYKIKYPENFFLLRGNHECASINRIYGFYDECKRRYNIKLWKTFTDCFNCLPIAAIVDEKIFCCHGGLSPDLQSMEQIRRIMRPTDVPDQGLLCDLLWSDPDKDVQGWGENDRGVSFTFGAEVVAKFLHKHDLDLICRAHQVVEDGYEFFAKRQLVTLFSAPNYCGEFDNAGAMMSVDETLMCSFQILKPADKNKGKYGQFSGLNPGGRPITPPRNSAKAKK
TPT1 inh = inhibitors of Candida albicans tRNA 2'-phosphotransferase TPT1 | recombinant caTPT1, FP RNA substrate dephosphorylation | inhibition, % at 5 µM | actives 0.81% (n = 300,000) | AID 1962;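 active means inhibition above the mean of all tested compounds plus 3 SD, set per screening campaign, cut at about 24% in these data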;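 further: plate controls were DMSO alone for no effect and ferristatin control at 100 nM for full effect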
procasp7 counter = counter-screen for procaspase-3 activators: activators of human procaspase-7; AID 463210; actives 0.093% (n = 330,000); recombinant procaspase-7, Ac-DEVD-pNA absorbance 405 nm; D23A/D198A/D206A triple mutant, cannot self-cleave; scale: DMSO 0, 5 µM enzyme 100; P55210; activation, % at 8.5 µM;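 active means percent activation above the screen-wide mean plus 3 SD, cut at about 25% in these data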
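Assay system: Uncleavable procaspase-7 mutant enzyme; Input: 2 µM procaspase-7 mutant as dispensed; Also added: DEVD-pNA substrate; Medium: Zinc-free HEPES pH 7.4 with 300 mM NaCl, 0.01% Triton X-100; Timing: 1 h compound preincubation, 2 h substrate cleavage, 25 °C; Measured by: Epi-absorbance of released pNA at 405 nm, two timepoints.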
PP5 primary = inhibitors of human protein phosphatase 5 (PP5) | inhibition, % at 6.7 µM | purified PP5c, OMFP substrate fluorescence | P53041 | actives 0.18% (n = 320,000);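 active means inhibition above the campaign's mean inhibition across all tested compounds plus 3 SD, cut at about 9.5% in these data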;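 further: 0% = DMSO only and 100% = 100 µM cantharidin control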
Target sequence (P53041 whole entry, looked up): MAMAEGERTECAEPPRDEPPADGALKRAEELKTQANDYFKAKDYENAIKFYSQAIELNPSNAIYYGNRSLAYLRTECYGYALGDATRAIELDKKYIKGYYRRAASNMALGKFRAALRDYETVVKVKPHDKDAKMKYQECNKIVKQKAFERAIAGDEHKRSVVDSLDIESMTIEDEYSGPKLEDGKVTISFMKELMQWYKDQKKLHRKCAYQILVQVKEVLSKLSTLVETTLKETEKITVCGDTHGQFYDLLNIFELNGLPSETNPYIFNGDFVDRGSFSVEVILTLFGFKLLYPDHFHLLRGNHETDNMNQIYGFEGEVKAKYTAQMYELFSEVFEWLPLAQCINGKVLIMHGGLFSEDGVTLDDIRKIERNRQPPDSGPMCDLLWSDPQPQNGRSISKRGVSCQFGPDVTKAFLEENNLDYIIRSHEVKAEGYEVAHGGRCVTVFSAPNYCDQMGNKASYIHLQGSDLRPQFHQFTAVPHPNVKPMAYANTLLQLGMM
procasp3 activ = procaspase-3 (human) activation; P42574; recombinant procaspase-3 D3A, Ac-DEVD-pNA absorbance 405 nm; activation, % at 8.5 µM; actives 0.11% (n = 330,000);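 active means activation above the mean of all tested compounds plus 3 SD, cut at about 21% in these data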;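 further: 0% = DMSO alone and 100% = DMSO wells spiked with extra 5 µM PC-3 D3A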
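assay system = Procaspase-3 D3A mutant | signal = absorbance at 405 nm, 0 and 120 min | times = 1 h preincubation plus 2 h reaction at 25 °C | repeats = single replicate | read-out = % activation between DMSO and enzyme-spiked controls | medium = Zinc-free HEPES saline buffer with Triton X-100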
AHR act = activators of human aryl hydrocarbon receptor | P35869 | AHR-responsive luciferase reporter cells, luminescence | actives 2.5% (n = 320,000) | activation, % at 5 µM; in the data active means activation above about 47%;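 further: 0% = vehicle wells and 100% = reference agonist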
HCV core dimer = blocks dimerization of HCV core protein; AID 1899; inhibition, % at 5 µM; actives 0.33% (n = 300,000); TR-FRET GST/Flag-core106 dimerization, 1536-well;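 active means inhibition above the mean of all tested compounds plus 3 SD, set per screening campaign, cut at about 45% in these data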
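Material: GST/Flag-tagged HCV core106 proteins. Incubation: 4 h, 22.5 °C incubation. Read-out basis: inhibition (%) from 671 over 617 nm ratio. Measured by: TR-FRET, excitation 340 nm, emission 617 and 671 nm.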
PAFAH2 inh = PAFAH2 (human) inhibition. Q99487. inhibition, % at 3.39 µM. AID 492956. actives 0.99% (n = 340,000). recombinant PAFAH2, FP-rhodamine activity probe, fluorescence polarization;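 active means inhibition above the mean over all tested compounds plus 3 SD, cut at about 30% in these data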;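 further: inhibitors block probe labeling of enzyme so polarization drops; 0% = enzyme with DMSO and 100% = wells lacking PAFAH2 protein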
CTSL1 counter = counter-screen for PFM18AAP inhibitors: inhibitors of F. hepatica cathepsin L1; AID 1906; recombinant F. hepatica cathepsin L1, Z-Leu-Arg-MCA fluorescence; actives 0.49% (n = 300,000); inhibition, % at 5.96 µM;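 active means inhibition above the mean of all tested compounds plus 3 SD, set per screening campaign, cut at about 17% in these data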;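 further: 0% = plate median of test compound wells and 100% = 1 µM Z-Phe-Ala-diazomethylketone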
* hit, by the source's call; nt = no result given.

canonical_smiles	PP5 primary	HCV core dimer	TPT1 inh	AHR act	PP1 inh	procasp3 activ	CTSL1 counter	PAFAH2 inh	procasp7 counter
COc1ccc(OC)c(-c2nnc(SCC(=O)N3CCCc4ccccc43)o2)c1	-1.1	4	1	41	3	4	0	5	5
O=C(COC(=O)C1CCC1)Nc1ccc(Cl)cn1	nt	nt	nt	2	nt	-3	nt	18	-1
CC(=O)NC12CC3CC(C1)CC(C(=O)OCC(=O)NC(=O)c1cccn1C)(C3)C2	-0.3	-2	-3	-2	0	12	-5	5	1
NC(=O)CC(NC(=O)c1ccccc1)c1ccc(NCCc2cccc(F)c2)c([N+](=O)[O-])c1 (stereo unspecified)	3.0	11	3	6	5	-2	2	-1	4
COc1ccc(CCN2CNc3c(c(=O)n(C)c(=O)n3C)C2)cc1OC	-1.7	2	0	2	-3	1	1	5	1
COc1ccc(S(=O)(=O)N(C)C[C@H]2Oc3ccc(NC(=O)Nc4ccc(C(F)(F)F)cc4)cc3C(=O)N([C@H](C)CO)C[C@@H]2C)cc1	nt	nt	nt	2	nt	5	nt	-107	1
CCCCCOc1ccc(NC2=CC(=O)CCC2)cc1	2.3	-6	0	4	8	24*	-1	8	21
N#C/C(=C\Nc1ccc2c(c1)OCCO2)c1nc2ccccc2[nH]1	4.2	2	15	3	1	-47	5	7	-32
CCc1nn(CC(=O)N(C)C2CCCCC2)c(=O)c2cc3cc(C)ccc3n12	0.6	-7	5	3	-3	10	-4	0	5
CC(C)OCCCNC(=O)c1cc(S(=O)(=O)N2CCCCC2)c[nH]1	0.3	-5	-2	2	-2	3	0	1	0
Cc1cccc(-n2ncc3c(N4CCOCC4)ncnc32)c1	-1.1	-3	0	-7	-5	3	1	1	-1
COC(=O)COc1ccc(C2NC(=O)NC(c3ccccc3)=C2C(C)=O)cc1OC (stereo unspecified)	-0.3	-1	0	1	-2	-2	3	1	10
Cc1ccsc1C(=O)NNC(=O)COc1ccc(Br)cc1	nt	nt	nt	-1	nt	4	nt	1	10
Cc1cc(NC(=O)CN2CCC(O)(c3cccc(F)c3)CC2)no1	1.5	-10	-1	2	1	13	-9	9	-3
Cc1ccc(OCC(=O)N2CCN(C(=O)c3cccc(F)c3)CC2)cc1	2.6	-2	0	2	0	-5	1	2	2
CCN(C[C@H]1N[C@@](Cc2ccccc2)(C(=O)OC)[C@H]2C(=O)N(Cc3ccccc3)C(=O)[C@@H]12)C(=O)c1ccc(C)cc1	nt	nt	nt	2	nt	6	nt	4	2
Cc1nc(N2CCN(c3ccc(Cl)cc3)CC2)[nH]c(=O)c1C	-2.1	8	-3	-2	-4	-3	-1	0	2
Cc1cc(O)cc(=O)n1Cc1ccco1	4.0	-1	-2	1	2	-3	-2	2	7
COC(=O)c1ccc(C(=O)OC)c(NC(=S)N2CCCC2)c1	0.0	1	1	0	0	9	4	-6	7
CCOC(=O)Cc1csc(NC(=O)COc2ccccc2OC)n1	3.0	-2	2	4	3	-3	-1	0	-7
COc1cc(/C=N/NC(=O)C(=O)NCc2ccco2)cc(Cl)c1O	-0.9	-11	-3	6	-4	1	1	-7	-8
CCCC(=O)NCCc1cc2ccc(C)c(C)c2[nH]c1=O	2.0	-1	-2	15	-1	8	1	-2	4
O=C(NCCc1ccc(Cl)cc1)C1CC(=O)N(C2CCCCC2)C1 (stereo unspecified)	0.6	8	-1	-2	0	0	0	1	6
Cc1ncc(S(=O)(=O)C(C)(C)C)c(N)n1	-0.3	1	-3	-2	-2	-12	-3	-5	5

Next section, overlapping the part above by two compounds.
canonical_smiles	PP5 primary	HCV core dimer	TPT1 inh	AHR act	PP1 inh	procasp3 activ	CTSL1 counter	PAFAH2 inh	procasp7 counter
O=C(NCCc1ccc(Cl)cc1)C1CC(=O)N(C2CCCCC2)C1 (stereo unspecified)	0.6	8	-1	-2	0	0	0	1	6
Cc1ncc(S(=O)(=O)C(C)(C)C)c(N)n1	-0.3	1	-3	-2	-2	-12	-3	-5	5
COC(=O)CN(c1ccccc1OC)S(=O)(=O)c1ccccc1	0.8	-2	-2	0	-2	6	-3	-1	0
COCCn1cc(C(=S)N2CCCCC2)c2ccccc21	-0.5	2	-3	2	0	-1	4	11	2
COc1ccccc1NC(=S)NNC(=O)c1nn(C)c(C)c1Cl	0.2	-5	-3	-1	-1	-3	2	3	-7
CCOc1ccc(NC(=O)CCCn2nc(C)c3c(C)n(-c4ccccc4)nc3c2=O)cc1	-0.1	4	0	0	-4	6	0	-6	-1
CCOC(=O)c1c(C)nc2c(C)cccn12	-0.3	5	-2	0	3	6	-3	-11	-4
COC(=O)c1ccc(CSC2=NCCS2)cc1	-0.6	-6	-1	-1	-1	2	4	8	-9
CC(=O)Oc1c(C)c(=O)n(C)c2ccccc12	0.5	-4	-4	-1	1	2	3	-4	-2
Cc1ccc(NC(=O)CN(C)C(=O)CSc2nc3ccccc3o2)cc1	0.8	-1	-2	2	-2	-5	-1	3	3
CC[C@@H]1C=C(C(=O)O)[C@H](c2ccc(C)cc2)N1S(=O)(=O)c1ccc(C)cc1	nt	nt	nt	0	nt	0	nt	1	10
O=C(Nc1ccc(N2CCN(C(=O)c3cccs3)CC2)cc1)c1ccccc1F	3.3	-6	0	-8	0	0	-5	11	-2
COc1ccc(N2CCN(CCCNS(=O)(=O)c3ccc4c(c3)oc(=O)n4C)CC2)cc1	1.5	1	4	0	2	0	-4	1	1
COCCCN1CN(S(=O)(=O)c2ccc(C)cc2C)c2nc3ccccc3nc21	-2.5	0	-1	-1	2	7	0	2	9
O=C(NC1CCCN(Cc2ccc(Cl)cc2)C1)c1ccoc1 (stereo unspecified)	1.2	17	0	-4	-1	-1	2	4	5
COc1cccc(NC(=S)N2CCn3c(nc4ccccc43)C2)c1	-2.2	-3	0	2	-1	-7	0	-6	-10
Cc1cc(=O)c(C(=O)c2ccccc2)c(C)o1	2.8	3	-2	-2	-2	3	3	14	-4
N#Cc1ccc(OCc2nnc(SCC(=O)N3CCCc4ccccc43)n2-c2ccccc2)cc1	0.4	19	-3	-2	1	0	-2	-9	5
Cc1nc(N)sc1Cc1ccc2c(c1)OCO2	2.7	4	3	4	1	-16	0	-1	-18
CCOC(=O)CC1(NC(=O)C2CCC(=O)N(Cc3ccccc3F)C2)CCCCC1 (stereo unspecified)	-5.5	-7	1	6	3	-6	-1	12	-3
CNc1nc(NCc2ccccc2)nc(N)c1[N+](=O)[O-]	0.0	8	-1	25	0	-1	0	-3	4
CC(C)(C)c1ccccc1NC(=O)CN1C(=O)NC2(CCCCCC2)C1=O	2.4	nt	nt	2	-5	-1	nt	4	15
COc1ccc(CCN(C)C(=O)C2CCN(Cc3ccc(C)cc3)CC2)cc1OC	0.1	2	0	1	0	-5	4	3	10
CC1Oc2ccccc2N(CC(=O)N2CCc3ccccc32)C1=O (stereo unspecified)	1.2	3	-5	1	-1	-6	-5	0	-5
COc1cc(OC)c(S(=O)(=O)NC(C)C)cc1S(=O)(=O)NC(C)C	1.4	-3	-8	0	-5	3	-7	6	-3
Cc1cc(C)cc(-n2cc[nH]c2=S)c1	2.3	0	3	-1	-4	-6	-2	4	4
CN1CC(C(=O)O)Cc2c1ccc1ccccc21 (stereo unspecified)	0.3	-7	-2	54*	0	-2	0	4	-8
COc1ccccc1C(CNC(=O)CNC(=O)c1ccc(C)c(C)c1)N1CCCC1 (stereo unspecified)	-0.6	nt	nt	1	3	0	nt	1	11
O=C1CSC(=S)N1/N=C/c1ccc(C(F)(F)F)cc1	1.1	19	5	14	-1	-17	2	4	-26
Cc1cc(NS(=O)(=O)c2ccc(NC(=O)C(F)(F)F)cc2)nc(C)n1	2.1	0	2	1	2	6	0	-3	3
O=C(CCCc1nc(-c2ccccc2)no1)NCc1cccnc1	2.1	-1	0	5	-4	0	-1	0	15
COCCCNC(=O)c1ccc(-c2csc(C)n2)cc1	7.4	3	2	27	0	11	-1	8	-1
Cc1ccc(C)c(OCC(O)CN2C(C)CCCC2C)c1 (stereo unspecified)	0.8	-7	-5	7	1	3	-5	-5	1
CCN1C(=S)N[C@@H](c2cccc(F)c2)C(C(=O)OC)=C1C	2.0	3	0	-1	0	-10	-1	-5	-3
CCCn1cc(CN2CCC(n3nccc3NC(=O)C(OC)c3ccccc3)CC2)c(C)n1 (stereo unspecified)	1.5	-4	-2	1	2	7	1	8	-2
Oc1ccccc1-c1cc(-c2ccco2)[nH]n1	5.5	0	1	16	2	-5	-3	4	0
CCC(NC(=S)NCc1ccccc1)C(=O)O (stereo unspecified)	0.4	1	-3	-2	2	9	-3	-4	3
CCc1c(C)nc2c(Br)cccc2c1SCCC#N	1.7	2	-2	1	-2	-4	-1	-2	1
Cc1cc2c(c(=O)n1CCN(C)C)C(c1ccccc1Br)C(C#N)=C(N)O2 (stereo unspecified)	0.5	3	2	0	-2	-1	3	10	15
Cc1sc(NC(=O)C2=COCCO2)nc1-c1ccc(F)cc1	4.0	0	-2	52*	-2	5	3	-1	1
COCCn1c(SCC(=O)Nc2sc(C)c(C)c2C#N)nnc1-c1ccc(OC)cc1	1.0	11	-1	2	4	-3	1	-2	-1
CCS(=O)(=O)N1CCC(C(=O)O)CC1	0.2	-4	1	-1	-1	-3	-2	-1	-2
O=C(C1CCN(S(=O)(=O)c2c(Cl)cccc2Cl)CC1)N1CCCC1	nt	nt	nt	2	nt	2	nt	11	5
CCOC(=O)CCC(NC(=O)c1ccc(NCN2C(=O)c3ccccc3C2=O)cc1)C(=O)OCC (stereo unspecified)	-2.0	3	-5	-1	-3	-4	-2	0	2
CSc1ncccc1C(=O)Nc1ccc(S(=O)(=O)NC2=NCCCCC2)cc1	1.5	1	4	0	-3	5	2	-6	4
Cn1c(=O)[nH]c(=O)c2c1nc(N1CCCCC1)n2C/C=N/NC(=O)c1cc(Br)ccc1O	-1.1	6	1	10	5	6	-4	13	6
Cc1nn(Cc2ccc([N+](=O)[O-])cc2)c(=O)n1-c1ccc(F)cc1	0.8	-2	0	1	1	0	-2	-3	2
C[C@H](NC(=O)c1ncn(C)c1C(=O)N[C@@H](C)c1ccccc1)c1ccccc1	nt	nt	nt	8	nt	-1	nt	-2	-5
N/C(=N\OC(=O)CCCc1ccccc1)c1cccnc1	-5.1	3	-2	-3	3	4	-43	-2	4
O=c1[nH]c(S)nc2sc3c(c12)CCCC3	-0.9	-2	0	5	-2	5	3	8	-4
CC1CN(C(=O)CCNC(=O)c2ccc(Cl)cc2)CC(C)O1 (stereo unspecified)	1.4	-6	-1	-3	-1	7	-1	9	-1
Cc1ccc(CNC(=O)CN(C)S(=O)(=O)c2cccc3nsnc23)cc1	0.5	-11	-5	5	1	-4	2	-2	2
